EPAC1 antagonist: antagonists of human EPAC1 | EPAC1 GEF assay, Rap1b-BODIPY-GDP exchange fluorescence | O95398 | Potency, µM (top dose mostly 115 µM), for the others: top-dose activity change, negative = inhibition, usual class: inhibitors | actives 0.14% (n = 360,000);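 also: potency is read from the fitted curve at half-maximal effect; plate controls were vehicle for no effect and positive control for full effect; nearly all actives have a fitted effect of over 50% in size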
EPAC1 ag: agonists of human EPAC1; O95398; EPAC1 agonist qHTS, biochemical assay; response scale: 100% = response to 6.5 mM cAMP; Potency, µM (titrated, usually from 154 µM), without a hit: top-dose activation, usual class: activators; actives 0.073% (n = 360,000); AID 720707; also: potency is read from the fitted curve at half-maximal effect; nearly all actives have a fitted effect of over 60% in size
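Normalized to 6.5 mM cAMP, activity reflects EPAC1-catalysed release of BODIPY-GDP from Rap1B, followed kinetically over 30 min at 480 nm excitation, 540 nm emission. Reaction contained 100 nM EPAC1, 250 nM Rap1B-BODIPY-GDP, 50 uM GDP.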
Abeta rescue: A-beta toxicity reversal in yeast; yeast expressing A-beta42, growth rescue, OD600, 48 h; response scale: 0% DMSO, 100% iron-clioquinol control; Potency, µM (series often up to 46.1 µM), without a hit: top-dose growth rescue, actives largely listed as activators; actives 0.063% (n = 410,000); AID 1347071; also: potency is read from the fitted curve at half-maximal effect; nearly all actives have a fitted effect of over 55% in size
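Yeast A-beta toxicity model in growth medium with pinned compounds, 48 h at 30 C; growth read as absorbance at 600 nm. Normalized to FeCl3/clioquinol equimolar mix (positive) and DMSO (negative).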
PLK1 PBD inh: inhibitors of human PLK1 polo-box domain binding; P53350; Plk1 PBD binding of FITC phosphopeptide, fluorescence polarization; Potency, µM, without a hit: max response, negative = inhibition, hits mostly inhibitors; actives 2.8% (n = 360,000); AID 720504; also: potency is read from the fitted curve at half-maximal effect; series mostly up to about 57 µM; % is scaled to controls: 0 for no effect and ±100 for the full control effect; nearly all actives have a fitted effect of over 65% in size
IL-2 act: IL-2 activation. IL-2 activation reporter assay, cell-based qHTS; stimulated with anti-CD3/CD4/CD28 beads; in transgenic mouse T cells. activation, % (series mostly up to about 46 µM). actives 0.065% (n = 360,000). AID 652025; in the data active = activation above about 50%; inconclusive = mostly about 30% to 49%; also: 0% is about no effect
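Readout is EGFP and DsRed signal by fluorescent plate cytometry after 18 h at 37 degrees C. Transgenic mouse T cells (750/well) received compound for 60 min before bead stimulation (anti-CD3, anti-CD4, anti-CD28); memory T cells served as non-tolerant control.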
aSyn rescue: rescues yeast growth from alpha-synuclein toxicity; Yeast expressing alpha-synuclein, growth rescue, BacTiter-Glo, 24 h; Potency, µM (series often up to 46.1 µM), without a hit: at the highest dose growth rescue (activation), most hits filed as activators; actives 0.14% (n = 370,000); also: potency is read from the fitted curve at half-maximal effect; % of control where 0% means no effect; nearly all actives have a fitted effect of over 65% in size
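Galactose-induced alpha-syn yeast (OD600=0.02, raffinose-pregrown) + pinned cpd, 24 hr, 30 deg C; growth by BacTiter-Glo luminescence. Growth restoration scores as activation.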
PI5P4Ka inh: inhibitors of human PI5P4K alpha; PI5P4Kalpha enzyme, ADP-Glo luminescence, 60 min; hits give low values; P48426; max response, %; AID 652105; actives 1.2% (n = 330,000); active = max response of -50% or lower; inconclusive = between -30% and -50%; inactive = -30% or higher; also: value at the top dose of about 77 µM; % is scaled to controls: 0 for no effect and ±100 for the full control effect
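PI5P4Kalpha ADP-Glo assay; 5 microM ATP final; 60 min RT reaction; HEPES pH 7.4/EGTA/CHAPS, 5% DMSO; controls lacking substrate or enzyme; luminescent end-point.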
WRN helicase inh: WRN helicase (human) inhibition. AID 651768. Potency, µM (highest dose often 114 µM), without a hit: at the top dose activity change, negative = inhibition, most hits filed as inhibitors. Q14191. actives 0.46% (n = 360,000). WRN helicase unwinding, fluorescent forked duplex, kinetic; also: potency is read from the fitted curve at half-maximal effect; % is scaled to controls: 0 for no effect and ±100 for the full control effect; nearly all actives have a fitted effect of over 55% in size
Target sequence (Q14191 whole entry, looked up): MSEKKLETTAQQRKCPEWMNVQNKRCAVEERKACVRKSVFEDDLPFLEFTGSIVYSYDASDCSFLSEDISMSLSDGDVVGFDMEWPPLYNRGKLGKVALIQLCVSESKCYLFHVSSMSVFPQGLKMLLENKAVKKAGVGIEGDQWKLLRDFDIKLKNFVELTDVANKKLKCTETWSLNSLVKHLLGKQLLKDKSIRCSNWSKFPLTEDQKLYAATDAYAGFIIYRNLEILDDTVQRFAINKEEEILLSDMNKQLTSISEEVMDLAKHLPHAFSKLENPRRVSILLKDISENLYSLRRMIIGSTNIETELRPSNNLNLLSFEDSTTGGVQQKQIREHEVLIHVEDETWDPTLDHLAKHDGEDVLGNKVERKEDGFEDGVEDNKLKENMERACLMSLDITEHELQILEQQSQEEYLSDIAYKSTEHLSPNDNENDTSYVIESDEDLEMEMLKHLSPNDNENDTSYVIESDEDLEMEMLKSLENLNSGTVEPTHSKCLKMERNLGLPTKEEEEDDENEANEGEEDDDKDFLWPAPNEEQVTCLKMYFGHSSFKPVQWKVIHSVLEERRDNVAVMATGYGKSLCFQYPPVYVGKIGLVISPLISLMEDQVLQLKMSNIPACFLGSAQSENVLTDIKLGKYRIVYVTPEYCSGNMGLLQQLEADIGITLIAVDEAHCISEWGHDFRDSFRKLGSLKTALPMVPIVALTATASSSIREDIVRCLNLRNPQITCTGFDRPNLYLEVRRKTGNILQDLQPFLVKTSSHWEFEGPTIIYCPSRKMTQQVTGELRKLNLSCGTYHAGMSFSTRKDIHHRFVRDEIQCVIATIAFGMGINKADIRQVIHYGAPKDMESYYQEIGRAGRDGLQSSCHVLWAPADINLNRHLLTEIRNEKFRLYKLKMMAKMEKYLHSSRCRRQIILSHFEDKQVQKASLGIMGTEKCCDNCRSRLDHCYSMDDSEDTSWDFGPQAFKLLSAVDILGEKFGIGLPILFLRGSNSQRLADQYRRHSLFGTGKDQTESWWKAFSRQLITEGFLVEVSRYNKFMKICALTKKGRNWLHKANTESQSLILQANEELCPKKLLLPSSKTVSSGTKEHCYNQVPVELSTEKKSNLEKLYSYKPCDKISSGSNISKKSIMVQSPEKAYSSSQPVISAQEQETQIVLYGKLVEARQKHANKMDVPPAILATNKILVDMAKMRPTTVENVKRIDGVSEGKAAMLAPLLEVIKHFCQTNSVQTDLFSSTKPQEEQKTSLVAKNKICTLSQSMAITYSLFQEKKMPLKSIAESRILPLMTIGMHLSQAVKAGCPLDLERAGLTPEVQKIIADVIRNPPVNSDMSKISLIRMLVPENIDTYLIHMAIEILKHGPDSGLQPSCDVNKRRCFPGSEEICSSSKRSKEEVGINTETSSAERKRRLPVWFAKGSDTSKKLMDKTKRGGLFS
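Kinetic red-fluorescence monitoring (525/598 nm) tracks WRN helicase activity after 100 nM fluorophore-quencher forked duplex and 2 mM ATP are added to 20 nM enzyme pretreated 15 min at room temperature with compound.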
FUS suppressor: suppressors of FUS proteinopathy in yeast; S. cerevisiae FUS-expressing, growth rescue, OD600, 24 h; Potency, µM (doses to about 76.6 µM), without a hit: at the highest dose growth rescue (activation), most hits filed as activators; actives 0.24% (n = 390,000);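 also: potency is read from the fitted curve at half-maximal effect; plate controls were DMSO vehicle for no effect and reference control for full effect; nearly all actives have a fitted effect of over 55% in size; some results filed as inactive show a strong effect at the top dose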
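Absorbance at 600 nm, taken 24hr after compound addition, measured rescue of FUS-yeast growth at 30C. Induction used 2% galactose with seeding at OD 0.005. Controls: CP55940 from 92uM final, DMSO only.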
The depositor's hits bear a star; ? = inconclusive; . = not tested or not shown; [ ] = another dose, or the depositor's remark. Unless noted, calls follow the shape of the dose curve; as a rule, active = well fitted curve in the direction sought with a large enough effect; inconclusive = small, poorly fitted or top-dose-only effect, or another doubt; inactive = no such curve, though single readings can be large; an effect the other way counts as inactive or inconclusive. Random draw from the library. About 4.1% of those tested had a hit in this group.

SMILES	EPAC1 antagonist	EPAC1 ag	Abeta rescue	PLK1 PBD inh	IL-2 act	aSyn rescue	PI5P4Ka inh	WRN helicase inh	FUS suppressor
CC1CCN(Cc2nnnn2-c2cccc([N+](=O)[O-])c2)CC1	-3%	0%	13%	-2%	-0.1	-9%	-2	-4%	.
COc1ccccc1CC(=O)Nc1ccc(S(=O)(=O)N2CCCCC2)cc1	-3%	6%	16%	-15%	-0.1	9%	-27	-16%	?
O=c1c2[nH]cnc2n(-c2cccc(Br)c2)c(=O)n1Cc1ccccc1	-2%	12%	-2%	-12%	1.8	1%	-2	1%	-9%
CCN(Cc1ccccc1)C(c1cc2cc(C)cc(C)c2[nH]c1=O)c1nnnn1CCOC (stereo not drawn)	?	11%	-9%[9.22 µM]	-2%	25	4%	13	-21%	-39%
CCc1ccc(NC(=O)C(=O)NCc2ccccn2)cc1	-12%	-4%	4%	-14%	-0.4	-3%	2	23%	2%
N#CC(C#N)=Cc1ccc(-c2ccc(S(=O)(=O)N=C(N)N)cc2)o1	-2%	-10%	10%	-2%	-0.2	-1%	?	-42%	.
Cc1ccc(NC(=O)CC(C)CC2=NS(=O)(=O)c3ccccc3N2)cc1 (stereo not drawn)	-19%	-14%	2%	-22%	-1.2	-1%	7	-15%	-15%
CCN1CCN(c2cc(C)c3cc(NC(=S)NCCCOC)ccc3n2)CC1	4%	-6%	-20%	-9%	-0.1	-2%	6	5%	-10%
CC(C)(C)NC(=O)C(=O)NN=C1CCCCCCC1	-1%	8%	4%	-1%	7.5	2%	9	-3%	17%
Cc1ccc(C2OC3=C(C(=O)CC(C)(C)C3)C(N)=C2C#N)o1 (stereo not drawn)	-2%	1%	24%	-30%	-0.1	0%	-7	2%	2%
CNC(=S)N(CCc1c(C)[nH]c2ccc(Cl)cc12)Cc1cccnc1	-2%	5%	3%	-3%	-0.8	-4%	-4	3%	17%
Cc1csc(NC(=O)c2ccc(S(=O)(=O)N(C)c3ccccc3)cc2)n1	?	15%	0%	-2%	-0.3	-8%	-11	-9%	-20%
O=c1c2ccccc2c(-c2ccc(O)cc2)nn1-c1cccc(C(F)(F)F)c1	?	-2%	-93%[inhibitor]	-7%	-0.2	-33%[inhibitor]	4	-15%	.
Cc1cc(Cn2nc(-c3ccccc3C)cc2C(=O)O)on1	-5%	-3%	-3%	-1%	0.5	-8%	-4	12%	-24%
CCOC(=O)N1CCC(NC(=O)CSc2cc(=O)n(CC)c3ccccc23)CC1	16%	-3%	-8%	-4%	4.0	11%	.	-16%	20%
Cc1ccc(C2C(C(=O)c3cc4ccccc4o3)=C(O)C(=O)N2CCN(C)C)o1 (stereo not drawn)	?	0%	-7%	?	0.9	-6%	2	-2%	40%
CC1=CC(=O)CC(C)(C)[C@@]1(O)/C=C/[C@@H](C)O[C@@H]1O[C@H](CO)[C@@H](O)[C@H](O)[C@H]1O	-11%	-10%	-16%	-7%	-0.2	-1%	-2	-2%	-7%
CSc1nc2n(n1)C(c1ccccn1)C1=C(CC(C)(C)CC1=O)N2 (stereo not drawn)	-2%	8%	-9%	-9%	-2.9	-3%	.	0%	-11%
O=C(COC(=O)Cn1cnc2ccccc2c1=O)NNC(=O)c1ccc(Br)cc1	2%	11%	7%	-4%	-0.8	-4%	?	?	21%
CCc1ccc2c(c1)C(=O)c1ccccc1C2=O	-14%	-7%	-17%	-4%	-4.0	-10%	12	-17%	.
C/C=C(\NC(C)=O)c1ccccc1	2%	-10%	4%	-5%	-1.0	-5%	0	2%	-19%
CCOCCCNc1nc(C(F)(F)F)nc2c1nnn2Cc1ccccc1Cl	0%	-18%	3%	-13%	0.5	0%	-5	5%	-11%
O=C(Cn1nnc(-c2ccccc2)n1)NNC(=O)c1cccc([N+](=O)[O-])c1	-18%	1%	0%	-3%	0.3	0%	1	6%[57.1 µM]	-14%
Cc1ccc(NC(=O)COC(=O)Cn2cnc3ccccc32)cc1S(=O)(=O)N(C)C	7%	-13%	-2%	-4%	-0.6	4%	-3	10%	.
CCOc1ccc(C(=O)NC2CCN(CC(=O)NCc3ccccc3)CC2)cc1	11%	1%	-4%	0%	1.0	-1%	-2	9%	11%
Continued:
SMILES	EPAC1 antagonist	EPAC1 ag	Abeta rescue	PLK1 PBD inh	IL-2 act	aSyn rescue	PI5P4Ka inh	WRN helicase inh	FUS suppressor
CCCCn1c(=O)n(C)c(=O)c2c3c(sc21)COC(C)(C)C3	7%	0%	-7%	-3%	0.1	-2%	5	4%	-6%
Cc1c(CCC(=O)N[C@@H](C)C(=O)O)c(=O)oc2cc3oc4c(c3cc12)CCCC4	-11%	-7%	-14%	-10%	0.0	22%	6	-9%	3%
Cc1cc(C)nc(NS(=O)(=O)c2ccc(NC(=S)NC(=O)C3CCCC3)cc2)n1	8%	-1%	-1%	-17%	-2.4	-5%	.	-3%	36%
CCOc1ccc(N2C(=O)CC(N3CCN(c4ccc(Cl)cc4)CC3)C2=O)cc1 (stereo not drawn)	3%	0%	-62%[inhibitor]	-12%	-0.3	-15%	-7	13%	10%
COc1ccc(N(C(=O)CNC(=O)c2ccco2)C(C(=O)NCC2CCCO2)c2ccccc2)cc1OC (stereo not drawn)	-14%	1%	-17%	-12%	1.6	-5%	1	16%[57.1 µM]	-15%
c1ccc(-n2nnnc2Cc2nnnn2-c2ccccc2)cc1	4%	-3%	1%	-22%	-3.7	1%	1	1%	15%
O=C(CCCSc1nc2ccccc2[nH]1)N1CCN(c2ccccc2)CC1	-15%	9%	1%	-14%	-0.2	2%	.	4%	14%
CN(CC(=O)Nc1ccc(F)c(F)c1F)C(=O)c1n[nH]c(=O)c2ccccc12	0%	-7%	-9%	-2%	1.5	0%	1	6%	-7%
COc1cc(/C=N/NC(=O)c2ccncc2)ccc1OCC(=O)Nc1ccc(C)c(C)c1	?	-4%	3%	-9%	2.6	0%	6	-24%	7%
CN(CC(=O)Nc1ccncc1)S(=O)(=O)c1ccc(Cl)cc1	7%	-6%	-4%	0%	0.8	7%	.	7%	25%
Cc1ccc(S(=O)(=O)N2CCOCC2)cc1NC(=O)CNCc1ccc(Cl)cc1Cl	-19%	7%	-11%	-4%	-0.7	0%	0	2%	14%
CCC(C)N(C(=O)CSc1nc2ccc(OC)cc2[nH]1)C1CCS(=O)(=O)C1 (stereo not drawn)	-8%	3%	7%	-3%	1.3	2%	1	2%	-1%
O=C(OCC#CCSc1nnc(-c2cccc3ccccc23)o1)c1ccc(Br)cc1	0%	7%	6%	.	-1.2	.	.	.	-17%
CC(=O)Nc1ccc(NC(=O)C(C)OC(=O)CCSc2ccccc2Cl)cc1 (stereo not drawn)	-17%	-5%	-6%	-2%	3.5	7%	7	0%	-23%
Cc1ccc(NC(=O)c2nc(C)n(-c3ccc([N+](=O)[O-])cc3)n2)cc1	12%	-2%	13%	-9%	2.7	-1%	.	-6%	15%
C/C(=N/NC(=O)c1nnn(-c2nonc2N)c1COc1ccccc1)c1ccc(O)cc1	-4%	2%	-8%	-26%	-2.0	-10%	-2	-4%[57.1 µM]	?
CCC(CO)n1c(=S)[nH]c2cc(OC)c(OC)cc2c1=O (stereo not drawn)	-17%	2%	18%	-1%	2.9	0%	-2	4%	-11%
CN(C)c1ccc(-c2ccnc3c2CC(C)(C(=O)NCc2ccncc2)O3)cc1 (stereo not drawn)	-7%	-3%	-20%	-16%	0.2	5%	3	-9%	-8%
C[C@@H]1CN([C@@H](C)CO)C(=O)Cc2cc(NC(=O)Nc3cccc4ccccc34)ccc2O[C@@H]1CN(C)Cc1ccc(C(F)(F)F)cc1	-13%	-15%	2%	-3%	-0.4	-11%	-5	-7%	?
CCCCN(C)c1c(C)nc2ccc(C(=O)NCCc3c[nH]c4ccccc34)cn12	-27%	-4%	-4%	-4%	-0.8	-10%	14	-2%[57.1 µM]	3%
Cc1ccc(F)c(CNC(=O)C2(C)CCCN2C(=O)C(C)C)c1F (stereo not drawn)	2%	-16%	8%	-2%	-0.4	-1%	-7	6%	-23%
Cc1ccc(C)n1-c1ccc(C(=O)N2CCOCC2)cc1	14%	-5%	7%	-3%	-2.3	-1%	.	-10%	35µM*
Cc1ccc(NC(=O)CN2CCN(CCN=CC3=C(O)CC(c4ccccc4)CC3=O)CC2)cc1 (stereo not drawn)	-3%	-10%	-12%	1%	0.7	0%	2	-2%	.
CC(=O)C1=C(O)C(=O)N(c2ccc(Br)cn2)C1c1cccc([N+](=O)[O-])c1 (stereo not drawn)	-18%	-1%	9%	-25%	4.1	1%	2	-7%[57.1 µM]	?
Cc1c(C(=O)N2CCCC2)sc(NC(=O)c2ccccc2)c1C#N	13%	7%	10%	9%	-0.1	6%	.	-25%	1%
C[C@H]1CN([C@@H](C)CO)C(=O)CCCn2nncc2CO[C@H]1CN(C)S(=O)(=O)c1ccc2ccccc2c1	2%	3%	11%	-3%	-1.6	7%	1	-2%	37%
NC(=O)c1ccc(NC(=O)COC(=O)c2ccc(Br)o2)cc1	-20%	10%	18%	-2%	0.4	-1%	0	1%	-20%
CC(=O)Nc1cccc(C(=O)OCC(=O)N2CCN(C(=O)COC(=O)c3cccc(NC(C)=O)c3)CC2)c1	2%	6%	-10%	-6%	-1.7	-4%	-5	3%	.
CCCCCCNC(=O)c1ncn[nH]1	-4%	-5%	-10%	1%	-0.6	5%	2	-2%	-24%

Sorted by molar mass (ascending): part of the list above.
SMILES	EPAC1 antagonist	EPAC1 ag	Abeta rescue	PLK1 PBD inh	IL-2 act	aSyn rescue	PI5P4Ka inh	WRN helicase inh	FUS suppressor
CN(CC(=O)Nc1ccc(F)c(F)c1F)C(=O)c1n[nH]c(=O)c2ccccc12	0%	-7%	-9%	-2%	1.5	0%	1	6%	-7%
CC(=O)C1=C(O)C(=O)N(c2ccc(Br)cn2)C1c1cccc([N+](=O)[O-])c1 (stereo not drawn)	-18%	-1%	9%	-25%	4.1	1%	2	-7%[57.1 µM]	?
Cc1cc(C)nc(NS(=O)(=O)c2ccc(NC(=S)NC(=O)C3CCCC3)cc2)n1	8%	-1%	-1%	-17%	-2.4	-5%	.	-3%	36%

Source: PubChem (National Center for Advancing Translational Sciences (NCATS))
